# 14-3-3 Bad PPI: disrupts binding of bovine 14-3-3 zeta to phospho-Bad peptide | P63103 | TR-FRET 14-3-3zeta/Dy647-pBad peptide displacement, 1 h | inhibition, % at 21.7 µM | 220,000 compounds, 0.71% hits;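 active = inhibition above about 70%, limit read from the data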;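 note: 0% = full 14-3-3 plus peptide FRET controls and 100% = background without 14-3-3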
# NCF1 inh: inhibitors of human p47phox binding; 220,000 compounds, 0.53% hits; inhibition, % at 24.7 µM; P14598; p47phox/p22phox peptide binding, fluorescence polarization, 2 h;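 note: 0% = p47phox with labelled peptide and 100% = labelled peptide alone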
# Rad51 HR inh: Rad51 (human) homologous recombination inhibition | Q06609 | hRad51 DNA strand exchange, fluorescence dequenching | inhibition, % at 10 µM | 200,000 compounds, 0.085% hits;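 active = inhibition above 40% at the single screening dose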;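 note: 0% = DMSO control wells and 100% = blanks with heterologous ssDNA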
#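 Test system: preformed human Rad51 ssDNA filaments. Compound dosing: single dose, 10 µM final compound. Incubation: filaments 15 min 37 °C, then compound 30 min. Technique: FRET fluorescence dequenching, excitation 485 nm, emission 520 nm. Read-out basis: percent inhibition from fluorescence, normalised to plate control and blank means. Benchmarks: plate controls and plate blanks.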
# eIF4E-4G inh: blocks eIF4E binding to eIF4G; TR-FRET eIF4E-eIF4GI(517-606) binding, 2 h; inhibition, % at 21.7 µM; 220,000 compounds, 0.37% hits;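 note: 0% = full FRET control wells and 100% = background wells lacking eIF4GI fragment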
# EBV gp42 block: inhibitors of Epstein-Barr virus glycoprotein 42. Q1HVG2. Fluorescence polarization binding assay, mP read-out. inhibition, % (tested at 21.74 µM). 220,000 compounds, 0.42% hits. AID 1085; in the data active = inhibition above about 50%
# Target sequence (Q1HVG2 whole entry, looked up): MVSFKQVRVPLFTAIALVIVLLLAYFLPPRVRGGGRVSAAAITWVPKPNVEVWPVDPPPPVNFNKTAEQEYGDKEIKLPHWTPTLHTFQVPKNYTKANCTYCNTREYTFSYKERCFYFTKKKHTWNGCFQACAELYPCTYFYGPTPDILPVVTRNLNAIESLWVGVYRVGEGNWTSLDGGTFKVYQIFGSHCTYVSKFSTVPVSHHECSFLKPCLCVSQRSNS
# KCC2 mod: KCC2 (human) Cl- transport modulation | B-score of Tl+ flux slope (higher = more flux/activation; lower = inhibition) at 10 µM | AID 1456 | 190,000 compounds, 2.2% hits | KCC2 cells, thallium flux FluoZin-2 fluorescence | Q9H2X9;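 active = thallium flux slope and its plate-corrected score both differing from the plate sample mean at a set confidence after two filtering rounds, in either direction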;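 note: slope of fluorescence scaled to starting intensity during 10 to 20 s after thallium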
# hK5 inh: inhibitors of human kallikrein 5 | Q9Y337 | recombinant hK5, fluorogenic AMC substrate cleavage | inhibition, % at 5 µM | 210,000 compounds, 0.59% hits | AID 873;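 active = inhibition of 40% or more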;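 note: 0% = enzyme controls without compound and 100% = no-enzyme blanks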
# Target sequence (Q9Y337 67-293 limits assumed): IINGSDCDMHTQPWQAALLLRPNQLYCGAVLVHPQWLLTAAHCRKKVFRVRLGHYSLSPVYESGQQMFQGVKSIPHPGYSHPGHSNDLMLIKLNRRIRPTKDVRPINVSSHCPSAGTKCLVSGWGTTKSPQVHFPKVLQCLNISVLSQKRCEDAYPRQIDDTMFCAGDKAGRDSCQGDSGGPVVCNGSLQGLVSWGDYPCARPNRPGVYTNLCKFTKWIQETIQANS
# thrombin 1536: inhibitors of human thrombin | 220,000 compounds, 0.26% hits | P00734 | AID 1046 | alpha-thrombin, Boc-VPR-AMC fluorogenic substrate cleavage | inhibition, % at 5 µM;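 active = inhibition at or above 40%; inactive = inhibition below 40%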;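 note: 0% = enzyme with no compound and 100% = wells without enzyme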
#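 System – human alpha-thrombin · Medium – pH 7.5 Tris (50 mM) with NaCl 150 mM, Tween 20 0.05% · Compound – single-point dosing at 5 µM, 0.2% DMSO · Incubation – enzyme reaction carried out at room temperature · Technique – fluorescence of released AMC, ex 355 nm, em 460 nm · Read-out basis – % inhibition of thrombin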
# Furin inh: human furin inhibition; inhibition, % at 30 µM; purified furin, fluorogenic substrate cleavage; 220,000 compounds, 0.061% hits; AID 463115; P09958; in the data active = inhibition above about 25%; note: inactives centre near -15
# Target sequence (P09958 108-714 limits assumed): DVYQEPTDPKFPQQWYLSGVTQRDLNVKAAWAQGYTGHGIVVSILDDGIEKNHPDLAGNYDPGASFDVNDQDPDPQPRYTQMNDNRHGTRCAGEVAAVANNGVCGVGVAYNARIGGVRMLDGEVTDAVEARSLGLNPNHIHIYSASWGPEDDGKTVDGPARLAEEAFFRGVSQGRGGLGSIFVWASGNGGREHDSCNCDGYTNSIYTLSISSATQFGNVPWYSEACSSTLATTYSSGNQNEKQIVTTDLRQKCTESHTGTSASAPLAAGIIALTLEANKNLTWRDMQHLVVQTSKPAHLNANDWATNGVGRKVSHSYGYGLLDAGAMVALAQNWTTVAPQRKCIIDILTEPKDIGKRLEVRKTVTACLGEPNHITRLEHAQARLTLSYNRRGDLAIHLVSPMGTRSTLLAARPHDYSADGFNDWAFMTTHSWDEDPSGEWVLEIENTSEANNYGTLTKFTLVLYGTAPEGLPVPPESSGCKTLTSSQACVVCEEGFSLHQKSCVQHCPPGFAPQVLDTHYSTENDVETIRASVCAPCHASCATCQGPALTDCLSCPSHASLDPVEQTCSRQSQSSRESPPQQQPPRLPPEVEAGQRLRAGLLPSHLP
# Active calls of the source: *; . = no result given; [ ] = remark or other dose.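 Rule for the calls, unless noted: active = inhibition above about 30% (limit read from the data); inactive = the rest.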
# Start of the listing, in advance, 4 compounds:
Molecule	14-3-3 Bad PPI	NCF1 inh	Rad51 HR inh	eIF4E-4G inh	EBV gp42 block	KCC2 mod	hK5 inh	thrombin 1536	Furin inh
Cc1ccc(NC(=O)CCCCCN2C(=O)c3ccccc3C2=O)nc1	-1	-10	5	3	2	0.026	-2	-4	-17
CCCn1c(/N=C/c2ccccc2O)nc2ccccc21	0	-8	-1	0	-11	-1.5	4	-3	-8[20 µM]
O=C(CN1C(=O)c2ccccc2S1(=O)=O)c1ccccc1	2[fluorescence artefact?]	5	1	-4[fluorescence artefact?]	-11	.	1	3	-7
COc1cc(/C=N/n2cnnc2)ccc1Oc1nc(Cl)ncc1F	0	-5	-2	-3	-10	0.04	-4	-5	-25

# Main list (from the top)
Molecule	14-3-3 Bad PPI	NCF1 inh	Rad51 HR inh	eIF4E-4G inh	EBV gp42 block	KCC2 mod	hK5 inh	thrombin 1536	Furin inh
Cc1ccc(NC(=O)CCCCCN2C(=O)c3ccccc3C2=O)nc1	-1	-10	5	3	2	0.026	-2	-4	-17
CCCn1c(/N=C/c2ccccc2O)nc2ccccc21	0	-8	-1	0	-11	-1.5	4	-3	-8[20 µM]
O=C(CN1C(=O)c2ccccc2S1(=O)=O)c1ccccc1	2[fluorescence artefact?]	5	1	-4[fluorescence artefact?]	-11	.	1	3	-7
COc1cc(/C=N/n2cnnc2)ccc1Oc1nc(Cl)ncc1F	0	-5	-2	-3	-10	0.04	-4	-5	-25
NCCCCCc1nnc(SCC(N)=O)o1	-1	-4	.	-3	-10	1.2	.	-4	-21
Cn1c(SCC(=O)N2CCCc3ccccc32)nc2ccccc2c1=O	1	1	1	-2	-15	-1.2	-1	0	-7[20 µM]
COc1ccc(CN(Cc2ccc(C(=O)O)cc2)C(=S)Nc2ccccc2C)cc1OC	-16	0	-83	2	-14	0.97	0	-5	-7
C=C1CCN([C@H](C(=O)OCc2ccc(C)cc2)C(C)C)S(=O)(=O)c2ccccc21	1	-1	-6	-1	-25	0.52	0	1	-14
O=C(Nc1ccc(Cl)cc1)C1CC=CCC1C(=O)OCC(F)(F)C(F)F (stereo unspecified)	1	-10	-2	-6	0	.	4	4	-8[20 µM]
O=C(NCc1ccc2c(c1)OCO2)C12CN(Cc3ccccc3)CC1C(c1cccc([N+](=O)[O-])c1)=NO2 (stereo unspecified)	-9	-4	-1	-31	-17	-0.24	30	26	-6[20 µM]
Cc1cc(C)nc(NC(=S)Nc2ccc(F)cc2F)c1	-6	-6	11	2	1	1.4	-10	-2	-17
O=C(c1ccco1)N1CCN(C(=O)c2ccc(Cn3cc(Br)cn3)o2)CC1	-11	-9	.	7[fluorescence artefact?]	-7	.	-24	-2	-9[20 µM]
N=c1c2c(n(Cc3ccc(Br)cc3)c3c1CCC3)CCCC2	4	-5	11	-14	-9	-0.37	-9	-5	-8
O=S(=O)(Nc1ccc(Cl)cc1)c1ccc(N2CCOCC2)c(NC(=S)NCCN2CCOCC2)c1	-12	1	-2	-3	-6	1.1	2	-1	-29
CC1(C)CC(=O)C/C(=N\NC(=O)C2CC23CCC3)C1 (stereo unspecified)	-14	-2	14	-2	10	1.6	-4	7	-13
Cc1ccc(-n2c(C)cc(/C([O-])=C(/C(=S)Nc3ccc(F)c(Cl)c3)[n+]3ccccc3)c2C)cc1	-30[fluorescence artefact?]	-22	-3	-28	-5	-0.59	-10	4	-10[20 µM]
O=C(NCCN1C(=O)S/C(=C\c2ccc(OC(F)F)cc2)C1=O)c1cnccn1	-17	1	-1	1	-13	-0.51	-22	-4	-2
COc1cccc(-c2csc(N3CCN(C(=O)Nc4ccccc4OC)CC3)n2)c1	6	-9	2	-3	-18	0.92	-19	3	-11[20 µM]
CCOc1ccc(CC(=O)Nc2ccc(S(=O)(=O)Nc3cc(C)on3)cc2)cc1OCC	-3	-14	.	-3[fluorescence artefact?]	-13	0.67	-1	22	-9
Cc1ccc(CNC(=O)CSc2ccc(-c3ccco3)nn2)cc1	-6	-19	-4	0	-8	-1.3	-8	1	-14

Molecule	14-3-3 Bad PPI	NCF1 inh	Rad51 HR inh	eIF4E-4G inh	EBV gp42 block	KCC2 mod	hK5 inh	thrombin 1536	Furin inh
Cc1nc(-c2ccc3c(c2)CCC(=O)N3)cs1	-4	2	-5	12	-10	-0.18	2	0	-22
O=C1C2ON(c3ccc(Cl)cc3)C(c3ccco3)C2C(=O)N1c1ccccc1 (stereo unspecified)	2	-6	-2	1[fluorescence artefact?]	-9	0.5	8	-4	-23[20 µM]
COc1ccc(CN(C(=O)c2ccc(-c3ccccc3)[nH]2)C(C(=O)NCC2CCCO2)c2ccc(C)o2)cc1 (stereo unspecified)	63	-20	.	0	-15	.	-7	-3	-19
O=C(CCc1ccccc1)Nc1ccccc1[N+](=O)[O-]	-2	-20	7	-6	-6	0.3	-5	-2	-19
C#CC[N+](C)(C)CC#Cc1ccc(Cl)cc1	1[fluorescence artefact?]	-8	-6	3	-8	0.42	1	-9	-17
CC(=O)n1nc(-c2ccccc2)nc1NCc1ccc(F)cc1	5	-18	0	5	-23	0.37	-17	98*	-30[20 µM]
O=C(C1CCCO1)N1CCN(C(=S)Nc2ccc(Cl)cc2)CC1 (stereo unspecified)	-30	4	4	1	-10	0.9	-17	3	-22
CCOP(=O)(Nc1ccc2oc(=O)c3ccccc3c2c1)OCC	4	-38	.	-7	-17	-1	2	-2	-12
O=C(Nc1ccc(S(=O)(=O)N2CCOCC2)cc1)c1ccc(=O)[nH]c1	-3	-2	9	10	0	0.46	3	-4	-15
COc1ccc2c(c1)C(C)=CC(C)(C)N2C(=O)CN1C(=O)CCC1=O	-5[fluorescence artefact?]	4	-7	-4	-3	0.38	1	2	0[20 µM]
Cc1cc(CSc2ccccc2)ccc1NC(=O)COc1ccccc1	-14	0	2	-10	13	-0.35	-15	0	-7[20 µM]
COc1ccc(-c2nnc(Nc3ccc(S(=O)(=O)Nc4nccs4)cc3)c3ccccc23)cc1	37	-16	16	11	52*	1	-29	4	-26
CC1CC(C)CN(C(=O)Cn2c(SCC(=O)N3CCc4ccccc4C3)nc3ccccc32)C1 (stereo unspecified)	-8[fluorescence artefact?]	1	0	-1	-5	-0.54	-6	1	-24[20 µM]
COc1ccc(OCC(=O)OCC(=O)Nc2ccc(S(=O)(=O)N3CCCCC3)cc2)cc1	-16[fluorescence artefact?]	-42	-1	2	-7	.	-34	-7	-25
CCOC(=O)C(NC(C)=O)C(=O)Nc1ccc(C)cc1C (stereo unspecified)	19	-6	5	4	-17	0.41	-6	-2	-25
Cc1ccc(OCC(=O)NNC(=O)C2CCN(c3nccc(C)n3)CC2)cc1	11[fluorescence artefact?]	-8	-5	0	-12	-1.8	5	0	-29
CC(=O)/C(N=Nc1nc2c([nH]1)c(=O)n(C)c(=O)n2C)=C(\C)O	-8	-4	.	0	15	0.53	0	-6	-2
CCC(C)N1CCCCC1C(=O)Nc1c(C)cc(C)cc1C (stereo unspecified)	14[fluorescence artefact?]	6	-16	0	-5	-0.24	-11	-3	-20[20 µM]
C/C(=N\Nc1ccc([N+](=O)[O-])cc1)c1ccc(-n2nncc2C)cc1	3	-31	-14	1	-13	-0.73	-10	0	-25
CCC(C)(C)NC(=O)CN(CCc1cccc(C)c1)C(=O)c1csnn1	-7	-11	28	5	-3	.	-1	-3	-22

Molecule	14-3-3 Bad PPI	NCF1 inh	Rad51 HR inh	eIF4E-4G inh	EBV gp42 block	KCC2 mod	hK5 inh	thrombin 1536	Furin inh
c1ccc(-c2noc(CSc3nnc(Cc4cccs4)n3-c3ccccc3)n2)cc1	37	-6	3	1	-18	.	0	-3	-16[20 µM]
CC(=O)Nc1ccc(NC(=O)Cn2c(=O)n(-c3ccccc3)c(=O)c3oc4ccccc4c32)cc1	-12	-3	4	0	4	-0.61	0	-1	-24
Cc1ccc(C2=NN(S(=O)(=O)c3ccccc3)C(c3ccccc3O)C2)cc1 (stereo unspecified)	2	-224	-13	0	14	0.74	29	20	-7
CCCCNC(=O)C1C2C=CC3(CN(Cc4ccc(C)cc4)C(=O)C13)O2 (stereo unspecified)	3	-4	-1	3	-9	.	3	-8	-22
Cc1cc(NC(=O)c2cc3ccccc3oc2=O)no1	10	-12	-8	-5	0	.	-14	-3	-21
COC(=O)[C@H](Cc1ccccc1)NC(=O)O[C@@H]1C(=O)c2cc(OC)ccc2O[C@H]1c1ccc(OC)c(Br)c1	7	-4	.	17	-18	0.056	-8	2	-23
Cc1ccc(-c2csc(NC(=O)c3cccc([N+](=O)[O-])c3C(=O)O)n2)cc1	2	-3	1	-1	-2	-2.2	0	13	-5
O=S(=O)(c1ccc(Cl)c(NC(=S)Nc2cccc(O)c2)c1)N1CCOCC1	-7	-16	-1	8	-3	0.27	-11	-8	-20
CCOC(=O)c1ccc(COC(=O)c2cc(=O)[nH]c3ccccc23)o1	10	-16	.	0	-7	-0.024	-24	-6	19[20 µM]
CN(C(=O)Cn1nnc(-c2cccc(C(F)(F)F)c2)n1)C1CCCCC1	7	-15	-1	-5	-8	-0.34	-9	5	-7[20 µM]
O=S(=O)(NCCSc1ccccc1)c1ccc2c(c1)OCCO2	-10[fluorescence artefact?]	-3	-2	-4	-3	.	-8	-4	-14[20 µM]
Cc1csc(NC(=O)c2cccc(S(=O)(=O)N3CCN(C)CC3)c2)n1	-20	-13	6	-1	-5	.	3	1	-8
CCCCNC(=O)CCn1nc(-c2ccccc2)ccc1=O	14	0	.	0	-6	3.3	-10	-3	-18
COc1ccc(C2SCCN2C(=S)Nc2ccc(Cl)cc2)cc1 (stereo unspecified)	-12[fluorescence artefact?]	-18	6	1	-4	-0.42	3	-3	-23
COc1ccc(-c2cc(C(=O)Nc3cccc(S(=O)(=O)NCc4ccco4)c3)c3ccccc3n2)cc1OC	1	-60	-15	-6	-45	-1.2	-22	-1	-5
CCc1cc2cc(C)cc(C)c2[nH]c1=S	15	-3	1	7	-50	124*	-15	0	-4
CC(CNC(=O)c1ccc(C(C)(C)C)cc1)CN(C)C (stereo unspecified)	6[fluorescence artefact?]	-8	.	4	-15	0.062	-16	-9	-18
CCCCC(CC)C(=O)NCCc1ccc(S(N)(=O)=O)cc1 (stereo unspecified)	-3	-12	-1	-4	-6	1.5	-4	-3	1
COC(=O)CC1C(=O)NC2CCCCC2N1C(=O)CCl (stereo unspecified)	0	-11	.	2	-14	0.27	3	-3	-12
O=C(c1ccccc1)N1CCSc2sccc2C1=O	1	-2	-6	-2	4	-0.26	-21	0	-14

Molecule	14-3-3 Bad PPI	NCF1 inh	Rad51 HR inh	eIF4E-4G inh	EBV gp42 block	KCC2 mod	hK5 inh	thrombin 1536	Furin inh
CCCS(=O)(=O)N1CCC(C(=O)NC2CCCC(C)C2C)CC1 (stereo unspecified)	1[fluorescence artefact?]	-8	1	4	1	0.0065	-2	-8	-13[20 µM]
O=C(CN(Cc1ccco1)C(=O)c1ccc(Cl)cc1)Nc1c(Cl)cc(Cl)cc1Cl	6[fluorescence artefact?]	-6	-15	-1	11	-1	-10	-9	-19
Cc1cccc(-c2nnc(N)s2)c1	-3	-6	.	-4	-13	-1.1	4	3	-21
NS(=O)(=O)c1cccc(NC(=O)CN2CCCc3ccccc32)c1	-9	-10	-15	0	-2	0.95	3	3	-21
Cc1cc(Cl)ccc1OCc1nc(-c2ccncc2)no1	-2	8	0	2	4	-0.8	-8	-7	-9
O=C(COC(=O)CC(c1ccccc1)c1ccccc1)Nc1c(F)cccc1F	-13	-6	0	-4[fluorescence artefact?]	-23	-0.027	-16	-1	3

# Compound activity from PubChem.
